BoNT-A LC inh2: BoNT/A light chain protease inhibitors, primary screen, biochemical, flow cytometry, MLPCN library | AID 588499, 2011 | Botulinum neurotoxin type A light chain protease (Clostridium botulinum A str. ATCC 3502) | multiplex microsphere protease substrate cleavage | inhibition, % at 10 µM | 360,000 tested, 0.17% active; note: plate controls were buffer without enzyme for full effect and enzyme alone for no effect
Anthrax LF inh2: Bacillus anthracis LF protease inhibitors, primary screen, biochemical, multiplex microsphere, MLPCN library. Lethal factor (Bacillus anthracis), P15917. multiplex microsphere protease cleavage assay. inhibition, % at 10 µM. 360,000 tested, 0.12% active. AID 588501, 2011; note: plate controls were buffer without enzyme for full effect and enzyme alone for no effect
Mtb UGM inh: M. tuberculosis UGM enzyme inhibitors, primary screen, biochemical, fluorescence polarization, single point; UDP-galactopyranose mutase (Mycobacterium tuberculosis (strain ATCC 25618 / H37Rv)), …; purified UGM, fluorescence polarization probe displacement; inhibition, % at 10 µM; 320,000 tested, 0.06% active; in the data active = inhibition above about 10%, passing the limit was not always enough; inconclusive = no clear call, values can overlap the other calls
Target sequence (P9WIQ1 whole entry, looked up): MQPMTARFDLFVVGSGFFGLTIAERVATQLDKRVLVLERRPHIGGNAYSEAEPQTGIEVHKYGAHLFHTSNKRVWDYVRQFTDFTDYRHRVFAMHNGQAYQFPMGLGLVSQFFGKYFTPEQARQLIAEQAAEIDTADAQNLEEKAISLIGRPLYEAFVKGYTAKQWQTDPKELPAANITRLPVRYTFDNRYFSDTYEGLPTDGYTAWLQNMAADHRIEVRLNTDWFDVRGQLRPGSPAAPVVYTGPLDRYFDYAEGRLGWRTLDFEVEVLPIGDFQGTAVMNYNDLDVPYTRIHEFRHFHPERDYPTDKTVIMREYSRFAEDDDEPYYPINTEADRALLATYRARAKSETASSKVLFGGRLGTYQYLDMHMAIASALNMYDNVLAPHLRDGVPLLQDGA
Mtb FBA inh: Mtb FBA enzyme inhibitors, primary screen, biochemical, fluorescence, strain H37Rv; Fructose-bisphosphate aldolase (Mycobacterium tuberculosis (strain ATCC 25618 / H37Rv)), …; purified M. tuberculosis FBA, fluorescence read-out; inhibition, % at 1 µM; 360,000 tested, 2.3% active; AID 588726, 2011; in the data active = inhibition above about 27%;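 note: 0% = vehicle and 100% = reference inhibitor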
Target sequence (P9WQA3 whole entry, looked up): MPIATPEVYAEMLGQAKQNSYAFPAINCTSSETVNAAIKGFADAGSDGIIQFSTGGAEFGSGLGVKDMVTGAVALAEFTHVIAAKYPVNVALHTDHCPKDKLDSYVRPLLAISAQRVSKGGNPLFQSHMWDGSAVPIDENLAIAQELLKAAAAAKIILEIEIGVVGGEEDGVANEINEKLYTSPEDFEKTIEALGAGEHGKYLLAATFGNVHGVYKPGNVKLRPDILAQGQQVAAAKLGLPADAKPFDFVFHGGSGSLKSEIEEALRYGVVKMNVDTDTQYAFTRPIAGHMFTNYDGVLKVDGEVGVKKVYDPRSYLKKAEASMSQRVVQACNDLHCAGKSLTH
BioA inh: M. tuberculosis BioA enzyme inhibitors, primary screen, biochemical, plate reader, single point, HTS. purified M. tuberculosis BioA enzyme. inhibition, % at 9.99 µM. 360,000 tested, 0.096% active. AID 602481, 2012; in the data active = inhibition above about 40%; inconclusive = no clear call, values can overlap the other calls
GDH-TPI counter: GDH-TPI coupling enzyme inhibitors, primary screen, artefact control for M. tuberculosis FBA inhibitor project, biochemical, absorbance, full deck; GDH-TPI coupled enzyme counterscreen, NADH absorbance; inhibition, % at 4.8 µM; 360,000 tested, 1.2% active; in the data active = inhibition above about 30%;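 note: 0% = DMSO wells and 100% = wells lacking the enzyme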
PfHsp40 yeast: rescue of yeast from PfHsp40 toxicity, primary screen, S. cerevisiae, ATP luminescence. S. cerevisiae expressing PfHsp40, growth rescue. growth rescue, % at 12.5 µM. 340,000 tested, 0.68% active. AID 504582, 2011; in the data active = growth rescue above about 28%, passing the limit was not always enough; inconclusive = no clear call, values can overlap the other calls;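 note: yeast W303a lacking pdr1 and pdr3 grown in galactose medium; growth measured after three days at 30 °C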
BoNT F protease: BoNT/F light chain protease inhibitors, primary screen, biochemical, flow cytometry, MLPCN library; 360,000 tested, 0.22% active; Multiplex microsphere protease cleavage assay; Botulinum neurotoxin type F light chain protease (Clostridium botulinum); AID 588497, 2011; inhibition, % at 10 µM; in the data active = inhibition above about 35%, passing the limit was not always enough; inconclusive = no clear call, values can overlap the other calls; note: plate controls were buffer without enzyme for full effect and enzyme alone for no effect
FadD28 FP inh: inhibitors of FadD28 bisubstrate probe binding, primary screen, biochemical, fluorescence polarization, single point; Mycobacterium tuberculosis FadD28 fatty-acid-AMP ligase; inhibition, % at 12.5 µM; 360,000 tested, 0.22% active; in the data active = inhibition above about 8.5%, passing the limit was not always enough; inconclusive = no clear call, values can overlap the other calls
* hit, by the source's call; ? = inconclusive; / = not tested or not shown; & = joins results of further samples. Cut-off read from the data, not from the text of the source, unless noted: active = inhibition above about 30%; inconclusive = no clear call, values can overlap the other calls; inactive = below that.

SMILES	BoNT-A LC inh2	Anthrax LF inh2	Mtb UGM inh	Mtb FBA inh	BioA inh	GDH-TPI counter	PfHsp40 yeast	BoNT F protease	FadD28 FP inh
Cc1ccc(NC(=O)CCCCCN2C(=O)c3ccccc3C2=O)nc1	0.1	0	-0.4	2	-3.1	1	0.3	-6	0.0
O=C(O)COc1ccc2oc3c(c2c1)CCCC3	-0.7	-14	0.0	0	-0.9	7	-1.0	?	-2.0
CCC1CN(C(=O)N2CCC(C(=O)NCCc3ccccc3OC)CC2)c2ccccc2O1 (stereo unspecified)	3.3	-1	-0.3	-1	-2.0	-17	-0.2	3	-3.3
COc1ccc(C(Nc2ccccc2)P(=O)(Oc2ccccc2)Oc2ccccc2)cc1 (stereo unspecified)	-0.9	-1	-0.1	1	/	13	0.2	-9	0.2
CCC/C(=N\NC(=O)C1CCCC1)c1ccccc1	0.8	5	0.0	1	-2.5	2	0.1	-5	-1.0
CCCCn1c(N)c(N(CCC(C)C)C(=O)c2oc3ccc(OCC)cc3c2C)c(=O)[nH]c1=O	1.9	-1	-2.4	0	/	4	0.6	-3	-1.8
O=C1COc2ccc(C(=O)COC(=O)COc3ccccc3[N+](=O)[O-])cc2N1	0.3	10	-0.3	-1	-3.0	9	-0.1	-11	0.4
C=CCc1ccccc1OCC(=O)N/N=C/c1ccc(OC(C)=O)cc1OC(C)=O	-0.1	-2	1.0	10	-1.2	10	1.8	-2	-1.3
Cn1c(/C=C/c2cccc([N+](=O)[O-])c2)c([N+](=O)[O-])c(=O)n(C)c1=O	2.1	26	-1.5	-1	-1.7	3	-1.4	?	-0.4
Cc1ccc(S(=O)(=O)NCCC(=O)Nc2cccc(S(=O)(=O)N3CCCC3)c2)cc1C	0.0	-2	/	7	-0.9	3	1.0	-7	/
O=S(=O)(c1ccccc1)c1nc(-c2cccc(Cl)c2)oc1N1CCOCC1	-4.2	-3	-0.3	0	2.2	12	-1.6	1	0.5
CCCc1nc2ccc(Cl)cn2c1Cc1ccsc1	2.0	10	/	6	8.8	/	/	4	-7.4
CCn1c2ccccc2c2cc(NC(=O)COc3ccccc3)ccc21	6.7	4	-2.9	3	/	3	0.8	-5	-1.9
COc1ccccc1N1CCN(Cc2cnc3ccc(Cl)cn23)CC1	-0.9	-9	/	0	-1.8	3	0.1	5	-2.2
CCOc1ccc(S(=O)(=O)Nc2nc3cc(OC)ccc3s2)cc1	5.6	2	0.8	0	/	12	0.6	7	1.1
O=C(COC(=O)CNC(=O)c1ccccc1)Nc1nnc(-c2ccccc2)o1	-0.8	1	/	6	-1.9	-7	-0.7	?	0.8
CCOc1ccc(N2C(=O)CC(N3CCN(c4ccccc4OC)CC3)C2=O)cc1 (stereo unspecified)	0.9	-8	0.0	1	-0.9	-2	2.6	9	-3.9
COCCNC(=O)/C(C#N)=C/c1cc(C(C)C)c(OC)cc1C	-0.6	-4	-1.2	0	/	20	0.4	-4	-3.3
Cc1cccc(OCC(=O)NC(=S)Nc2ccc(S(=O)(=O)NC3CCCCC3)cc2)c1	0.2	1	-1.1	6	-0.7	-5	-0.7	?	-2.6
Cc1ccccc1CN1CCN(CCCc2ccccc2)C(CCO)C1 (stereo unspecified)	0.2	11	-0.2	3	-0.2	4	?	-16	-0.9
Cc1cc(Nc2ccc3c(c2)OCCO3)c2cccc(C)c2n1	1.1	4	-1.9	-1	19	24	-0.6	-1	-3.4
N/C(=N\OC(=O)COc1ccccc1Cl)c1ccccn1	-0.4	-2	-2.7	-2	/	1	1.2	4	-0.1
COC(=O)C1(O)CC(CC(C)C)=NN1C(=O)c1ccccc1 (stereo unspecified)	-0.3	-4	-1.8	3	-0.1	4	1.2	4	-0.8
O=[N+]([O-])c1cc(S(=O)(=O)N2CCCCC2)ccc1NCCCN1CCOCC1	0.4	-6	-1.2	1	/	-3	-0.6	2	-0.5
O=[N+]([O-])c1ccc(S(=O)(=O)NNC(=S)NCCc2ccccc2)cc1	1.4	-3	0.6	-1	-1.3	-9	-0.8	0	-2.9
CCOc1ccc(C(=O)CCC(=O)N2CCN(c3ncccn3)CC2)cc1	3.6	-7	1.1	4	0.2	12	-0.6	22	0.9
CCCCNC(=O)c1cnc(Cc2c[nH]c3ccccc23)c(I)c1	2.3	-9	/	3	-5.2	9	/	-18	-0.2
COc1cccc(/C=N/NC(=O)C(C)Cn2cnc3ccccc32)c1 (stereo unspecified)	/	/	0.4	1	4.9	1	0.4	/	-1.4
O=C(Nn1cnnc1)c1ccc(Cl)c([N+](=O)[O-])c1	/	/	-1.4	1	2.1	1	-1.3	/	-1.9
COc1ccc(C(=O)N2CCN(C)C(=O)[C@@H]2C)cc1OC1CCN(C(C)C)CC1	0.1	-4	-0.2	1	-1.0	8	-1.3	10	-1.6
Cc1cc(C(=O)COC(=O)CC(NC(N)=O)c2ccc(Cl)cc2)c(C)n1C (stereo unspecified)	2.5	-5	2.9	-3	-1.1	-2	-1.1	-4	-1.6
Cc1ccc(NC(=O)Cc2ccsc2)cc1S(=O)(=O)N1CCOCC1	-0.6	-6	-0.6	1	-0.4	6	0.4	-10	0.2
COCCn1c(SCC(=O)Nc2cccc(OC)c2)nc2c(oc3ccccc32)c1=O	0.4	-2	-2.2	-2	/	-3	0.2	-3	-4.5
COc1ccc(C(=O)Nc2nncs2)c(OC)c1	-1.0	-12	-2.1	1	-0.8	4	0.2	-5	-3.9
COc1ccc(S(=O)(=O)NCC(=O)NCc2cc(=O)n(C)c(=O)n2C)cc1	5.0	-10	0.0	-1	0.2	-8	-0.3	-3	1.2
O=c1c2ccccc2nc(C[n+]2ccccc2)n1-c1cccc(C(F)(F)F)c1	0.1	0	1.4	-1	2.0	3	1.3	1	-0.8
COc1cc(C2NC(=O)NC(C)=C2C(=O)OC2CCCCC2)cc(Cl)c1O (stereo unspecified)	-4.6	-12	2.0	184*	-0.3	5	-0.8	-7	-1.7
CC(C)(C)c1ccc(C(=O)NCc2ccccc2)cc1	-0.2	2	-1.5	2	/	-6	7.8	0	0.6
CCOc1cccc(OCCOCCOc2ccccc2C(C)=O)c1	-1.8	2	-0.5	3	/	-1	0.5	-6	0.2
CCOC(=O)COc1nc(C)cc(C(F)(F)F)c1C#N	-0.2	-4	0.0	76*	1.1	5	0.1	-12	0.5
CCn1c(C)nc2cc(C(=O)NNC(=O)[C@@H](NC(=O)c3cc(OC)cc(OC)c3)C(C)C)ccc21	-0.1	-2	0.6	3	-0.6	4	-1.2	2	-0.9
C[C@H](CO)N1C[C@H](C)[C@H](CN(C)S(=O)(=O)c2ccc(Cl)cc2)OCc2cnnn2CCCC1=O	-0.5	0	/	1	1.4&-3.6	5	/	-5	-2.8
Cc1cccc(NC(=O)CSc2ncnc3sc(C)c(C)c23)n1	2.0	-4	2.9	-1	-2.1	-5	0.9	0	-4.0
O=C(COc1ccc(F)cc1)c1ccc2c(c1)CCCC2	-0.2	-5	-2.0	-1	1.6	-6	3.2	-8	-2.4
CCOC(=O)NC(=O)/C(C#N)=N\Nc1ccc(Cl)cc1	-0.3	0	0.3	-2	/	21	-0.3	-3	-4.0
O=C(Nc1ccc2c(c1)OCO2)C1CC1(Cl)Cl (stereo unspecified)	/	/	-3.8	2	1.3	-9	-0.7	/	-1.3
CCc1nc2c(OCC3CCCCC3)cccn2c1N(C=O)Cc1ccc(OC)cc1	-0.1	-2	/	1	-1.6	5	/	5	-3.4
CC(C)(C(=O)N1CCC1(C)C(=O)NS(=O)(=O)c1ccc(C#N)cc1)c1ccccc1 (stereo unspecified)	0.3	-5	/	0	-1.4	1	/	5	-0.2
CCC(=O)c1ccc(OCC(=O)OCC(=O)NCCC2=CCCCC2)cc1	-1.3	-5	-1.9	1	/	-4	-0.1	-8	-3.3
COc1cc(C(=O)NCCSc2ccc(F)cc2)cc(OC)c1OC	-0.4	-13	1.7	1	0.7	7	-2.0	3	1.2
CC1=C(C(=O)N(C(C)C)C(C)C)CC(CC(=O)NCc2cccs2)C(=O)N1CCCN1CCCC1=O (stereo unspecified)	0.3	2	/	1	-3.1	/	/	7	-0.3
CC1CC(C)CN(S(=O)(=O)c2cccc3nsnc23)C1 (stereo unspecified)	0.8	-4	0.1	1	0.1	4	-1.4	-9	-1.7
O=S(=O)(c1ccccc1)N1CN(Cc2ccc(F)cc2)c2nc3ccccc3nc21	-0.9	-4	3.9	1	/	8	0.2	-7	-2.6
Cc1ccc(NC(=O)Nc2cccc(C)n2)cc1	-2.7	10	-1.9	-2	-1.1	0	0.0	-5	-1.2
CCCCCCSc1nc2c(c(=O)[nH]c(=O)n2C)n1C	-0.3	3	-1.8	1	-0.4	-16	1.2	-5	-4.9
COC(=O)c1cc2sc(Cl)cc2n1CC(=O)Nc1cccc(SC)c1	1.2	-3	-0.5	1	-1.2	8	-0.5	6	-3.0
CC(C)(C)c1cc(Cc2ccccc2)[nH]n1	?	-5	0.1	-4	0.2	-1	-2.0	-2	-3.9
C[C@H](NC(=O)[C@@H]1CSC2c3ccccc3C(=O)N21)C(=O)NC1CCCCC1 (stereo partly specified)	-1.0	-4	3.7	5	-1.8	8	-0.1	-5	-3.0
CCOc1ccc(NC(=O)CCN2C(=O)c3ccccc3C2=O)cc1	1.7	-4	-0.3	-2	-0.2	4	0.4	?	0.4
COc1ccc2c3c([nH]c2c1)C(C)N(C(C)=O)CC3 (stereo unspecified)	-1.9	-6	3.4	4	-1.0	4	0.8	-7	-0.3
Other results follow.
SMILES	BoNT-A LC inh2	Anthrax LF inh2	Mtb UGM inh	Mtb FBA inh	BioA inh	GDH-TPI counter	PfHsp40 yeast	BoNT F protease	FadD28 FP inh
CC1(C)c2ssc(=S)c2-c2ccccc2N1C(=O)c1ccco1	-0.8	-1	1.4	1	/	2	2.0	-8	-2.3
CC[C@H](C)Cc1cn([C@@H](CCCN=C(N)N)C(=O)NCCCCCCCCCCC(=O)N2CCNCC2)nn1	0.5	-18	-0.2	3	-0.5	9	3.1	-29	-1.0
COCCN(C(=O)COC(=O)/C=C/c1ccc2ccccc2n1)c1c(N)n(Cc2ccccc2)c(=O)[nH]c1=O	-1.1	-4	4.4	1	-0.7	4	-0.8	-14	-2.9
Cc1sc2nc(CN3CCOCC3)nc(NS(=O)(=O)c3cc(Cl)ccc3Cl)c2c1C	-0.1	-3	-0.2	0	1.4	8	-1.9	0	-2.6
CCn1c(C)c(CCC(=O)O)c(=O)n2nc(-c3ccccc3OC)cc12	1.4	-1	1.9	54*	-3.2	12	-2.1	-1	1.3

Compound activity as filed in PubChem.

Compounds were not picked by outcome. Share with any hit: about 4.7%.
